Screening results as filed in PubChem.
H69AR growth 86K: proliferation blockers of H69AR lung cancer cells, primary screen, cell-based, human, 86K library. H69AR lung tumor viability, ATP luminescence, 72 h; stronger effect = lower value. viability, % at 10 µM. 6% of 85,000 active;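 active = viability at or below 40%; inactive = viability above 40%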;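 note: multidrug resistant small cell line overexpressing MRP-1 efflux transporter; 100% = mean luminescence of untreated control wells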
Calb biofilm kill: clotrimazole potentiators killing Candida biofilms, primary screen, with clotrimazole, Alamar Blue | C. albicans biofilm + clotrimazole | inhibition, % at 6 µM | 0.14% of 85,000 active | AID 834, 2007;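 active = inhibition above 20%; inactive = inhibition below 20%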;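 note: preformed 24 hr biofilms exposed to compound for 48 hr; 0% = biofilm without compound and 100% = blank killed by clotrimazole plus chlorhexidine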
Smad3 FoxH1 inh: Smad3/FoxH1 peptide binding inhibitors, primary screen, biochemical, TR-FRET | Mothers against decapentaplegic homolog 3 (Homo sapiens), P84022 | TR-FRET Smad3/Dy647-FoxH1 peptide binding, europium anti-His | inhibition, % at 25 µM | 0.29% of 88,000 active;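 active = compounds that reduce the energy-transfer binding signal between the protein and its labelled peptide by more than half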;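 note: 0% = Smad3 plus labelled peptide maximal FRET and 100% = peptide-only background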
Target sequence (P84022 whole entry, looked up): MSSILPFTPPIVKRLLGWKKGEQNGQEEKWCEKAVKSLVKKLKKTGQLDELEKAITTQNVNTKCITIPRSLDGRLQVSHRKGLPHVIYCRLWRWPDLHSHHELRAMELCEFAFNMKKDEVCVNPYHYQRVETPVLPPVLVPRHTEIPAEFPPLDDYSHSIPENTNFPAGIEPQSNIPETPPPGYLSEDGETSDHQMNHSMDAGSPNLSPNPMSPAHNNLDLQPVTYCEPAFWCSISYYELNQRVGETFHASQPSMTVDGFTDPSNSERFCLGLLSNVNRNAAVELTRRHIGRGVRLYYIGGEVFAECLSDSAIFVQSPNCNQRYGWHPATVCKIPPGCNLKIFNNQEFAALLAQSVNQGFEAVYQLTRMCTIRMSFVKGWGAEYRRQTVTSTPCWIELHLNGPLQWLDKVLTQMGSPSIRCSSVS
sEH act: soluble epoxide hydrolase activators, primary screen, biochemical, human sEH. activation, % at 2 µM. Bifunctional epoxide hydrolase 2 (Homo sapiens), P34913. purified human sEH enzymatic activity, activator screen. 0.04% of 91,000 active. AID 717, 2007; in the data active = activation above about 37%; note: values of inactives mirror those of a sister screen read the other way
ERb SRC1 inh: inhibitors of ERβ-SRC1 coactivator interaction, primary screen, biochemical, TR-FRET, ERβ LBD, SRC-1 peptide. TR-FRET ER-beta LBD / SRC1-Cy5 peptide binding; receptor agonist-loaded with 1 µM estradiol. inhibition, % at 25.6 µM. 1.3% of 86,000 active. AID 633, 2007;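 active = compounds whose percent inhibition of the receptor-coactivator binding signal exceeds about 50% in the single-dose screen, limit read from the data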;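 note: 0% = receptor plus peptide wells without compound and 100% = peptide-only wells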
Target sequence (Q92731 whole entry, looked up, the tested form may be a part): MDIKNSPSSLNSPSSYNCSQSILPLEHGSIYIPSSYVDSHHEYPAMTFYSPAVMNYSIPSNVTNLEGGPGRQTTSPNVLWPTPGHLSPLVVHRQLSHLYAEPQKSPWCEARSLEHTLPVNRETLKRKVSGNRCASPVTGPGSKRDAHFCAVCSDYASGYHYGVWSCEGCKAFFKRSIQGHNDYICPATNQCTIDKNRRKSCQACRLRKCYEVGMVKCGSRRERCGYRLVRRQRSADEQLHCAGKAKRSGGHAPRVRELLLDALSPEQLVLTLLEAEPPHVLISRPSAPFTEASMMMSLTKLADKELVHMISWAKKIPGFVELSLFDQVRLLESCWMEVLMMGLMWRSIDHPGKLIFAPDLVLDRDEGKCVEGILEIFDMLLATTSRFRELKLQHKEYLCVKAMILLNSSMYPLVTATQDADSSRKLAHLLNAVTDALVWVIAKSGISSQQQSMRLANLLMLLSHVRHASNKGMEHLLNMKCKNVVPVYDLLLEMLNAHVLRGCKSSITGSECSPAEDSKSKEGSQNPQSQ
HUVEC inhibit: inhibitors of HUVEC proliferation, primary screen, cell-based, 384-well. CellTiter-Glo luminescence, 72 h; stronger effect = lower value. viability, % at 10 µM (by protocol). 1.1% of 86,000 active. AID 648, 2007;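 active = viability at or below 30%; inactive = viability above 30%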;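 note: 100% = median luminescence of DMSO-only cell control wells on each plate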
Fibroblast inh: antiproliferative effect on LL 47 fibroblasts – human, LL 47 cells, CellTiter-Glo luminescence, primary screen. LL 47 human lung fibroblast viability, ATP luminescence; stronger effect = lower value. viability, % at 10 µM. 1.1% of 85,000 active;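 active = viability at or below 50% in the single dose screen; inactive = viability above 50%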;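 note: compound exposure lasted 72 h before the ATP readout; 100% = median luminescence of untreated cell-only wells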
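Times – overnight cell rest, 72 h compound treatment at 37 °C · Test system – human lung fibroblast line LL 47, low passage · Amount – 1,150 cells in each well · Controls – cell-only wells, no compound · Doses – 0.1% DMSO in all compound wells · Measured by – CellTiter-Glo luminescence · Buffer or medium – IMEM plus 15% FBS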
ERa coact inh: ERα–SRC-1 coactivator interaction inhibitors, primary screen, biochemical, TR-FRET, ERα LBD, estradiol-bound. AID 629, 2007. inhibition, % at 25.6 µM. 1.7% of 86,000 active. Estrogen receptor (Homo sapiens), P03372. TR-FRET ER-alpha LBD / SRC-1 peptide; in the data active = inhibition above about 50%;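 note: 0% = receptor plus peptide control and 100% = peptide only without receptor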
ERa SRC1 pot: enhancers of ERα–SRC-1 coactivator binding, primary screen, biochemical, TR-FRET, ERα LBD, low estradiol | coactivator binding (% of control), % at 25.6 µM | TR-FRET ERalpha-LBD/SRC-Cy5 coactivator binding, 2 h; 100 = basal binding, no effect | 1.3% of 86,000 active | Estrogen receptor (Homo sapiens), P03372; in the data active = activity above about 200%;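 note: binding measured in presence of low estradiol as agonist stimulus; 0% = peptide alone without receptor and 100% = receptor with peptide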
* hit, by the source's call; [ ] = another dose, or the depositor's remark. The list is partial; rates above refer to the full screens.

For CN1CCN(C(=O)c2ccc(C3SCC(=O)N3Cc3ccco3)cc2)CC1 (stereo not drawn) the results were H69AR growth 86K 103, Calb biofilm kill 3, Smad3 FoxH1 inh 4, sEH act -2, ERb SRC1 inh -3[fluorescence artefact?], HUVEC inhibit 88, Fibroblast inh 100, ERa coact inh -2[fluorescence artefact?] and ERa SRC1 pot 118[fluorescence artefact?].
O=C(COc1ccccc1)NCCc1cn2ccsc2n1 was read as H69AR growth 86K 99, Calb biofilm kill 9, Smad3 FoxH1 inh 9, sEH act -3, ERb SRC1 inh -10[fluorescence artefact?], HUVEC inhibit 103, Fibroblast inh 94, ERa coact inh 1 and ERa SRC1 pot 106[fluorescence artefact?].
Screening CCN1C(=O)N/C(=C/c2ccc(Sc3ccc(C)cc3)o2)C1=O returned H69AR growth 86K 77, Calb biofilm kill 2, Smad3 FoxH1 inh 2, sEH act 5, ERb SRC1 inh 1, HUVEC inhibit 92, Fibroblast inh 103, ERa coact inh -6 and ERa SRC1 pot 113[fluorescence artefact?].
Cn1c(=O)c2c(nc(N3CCCCCC3)n2CC(O)COc2ccccc2)n(C)c1=O (stereo not drawn) was read as H69AR growth 86K 55, Calb biofilm kill 7, Smad3 FoxH1 inh 8, sEH act 8, ERb SRC1 inh -1, HUVEC inhibit 88, Fibroblast inh 93, ERa coact inh -8 and ERa SRC1 pot 99.
For CCc1ccc(C2CC(c3ccc(C)cc3)Nc3nc(N)nn32)cc1 (stereo not drawn) the results were H69AR growth 86K 98, Calb biofilm kill 1, Smad3 FoxH1 inh -1, ERb SRC1 inh 8, HUVEC inhibit 105, Fibroblast inh 101, ERa coact inh 5 and ERa SRC1 pot 103.
Screening CCOC(=O)c1c(C)c(C(=O)NCCN2CCOCC2)c(C)n1CC returned H69AR growth 86K 103, Calb biofilm kill 2, Smad3 FoxH1 inh 6, ERb SRC1 inh 1[fluorescence artefact?], HUVEC inhibit 90, Fibroblast inh 106, ERa coact inh 2[fluorescence artefact?] and ERa SRC1 pot 121.
CCOC(=O)N1CCN(Cc2cc(=O)oc3cc4c(cc23)CCC4)CC1 was read as H69AR growth 86K 85, Calb biofilm kill -1, Smad3 FoxH1 inh 4, sEH act -2, ERb SRC1 inh 1[fluorescence artefact?], HUVEC inhibit 93, Fibroblast inh 90, ERa coact inh 7[fluorescence artefact?] and ERa SRC1 pot 141.
O=C(CN1C(=O)CSC1=O)Nc1ccc(C(=O)O)cc1 was read as H69AR growth 86K 94, Calb biofilm kill 1, Smad3 FoxH1 inh 4, ERb SRC1 inh -4, HUVEC inhibit 93, Fibroblast inh 112, ERa coact inh -2 and ERa SRC1 pot 123[fluorescence artefact?].
For COc1cccc(C(=O)N(Cc2ccc(N(C)C)cc2)C2CCS(=O)(=O)C2)c1 (stereo not drawn) the results were H69AR growth 86K 88, Calb biofilm kill -9, Smad3 FoxH1 inh -4, sEH act 6, ERb SRC1 inh -14, HUVEC inhibit 97, Fibroblast inh 104, ERa coact inh -3 and ERa SRC1 pot 108.
`CCCCCCCOc1ccc(OC(=O)c2cccnc2)cc1` gave H69AR growth 86K 68, Calb biofilm kill 5, Smad3 FoxH1 inh 5, sEH act -7, ERb SRC1 inh -15, HUVEC inhibit 47, Fibroblast inh 57, ERa coact inh -2 and ERa SRC1 pot 99.
N#CC1=C2SCN(Cc3ccco3)CN2C(=O)CC1c1ccccc1F (stereo not drawn) was read as H69AR growth 86K 40*, Calb biofilm kill 9, Smad3 FoxH1 inh -1, sEH act 4, ERb SRC1 inh -11, HUVEC inhibit 96, Fibroblast inh 91, ERa coact inh -5 and ERa SRC1 pot 83[fluorescence artefact?].
For COCCn1c(=O)[nH]c2cc(C(=O)NCCN3CCN(c4ccccc4F)CC3)ccc2c1=O the results were H69AR growth 86K 78, Calb biofilm kill -3, Smad3 FoxH1 inh 11, ERb SRC1 inh -8, HUVEC inhibit 91, Fibroblast inh 103, ERa coact inh -5 and ERa SRC1 pot 109.
For Cc1[nH]n(-c2cccc(Cl)c2)c(=O)c1/C=N/n1c(C)nc2ccccc2c1=O the results were H69AR growth 86K 29*, Calb biofilm kill 7, Smad3 FoxH1 inh 11, sEH act -3, ERb SRC1 inh -4, HUVEC inhibit 64, Fibroblast inh 91, ERa coact inh 2[fluorescence artefact?] and ERa SRC1 pot 100.
`Cc1onc(-c2c(F)cccc2Cl)c1C(=O)Nc1nc2ccccc2[nH]1` gave H69AR growth 86K 33*, Calb biofilm kill 5, Smad3 FoxH1 inh 1, sEH act 2, ERb SRC1 inh 6, HUVEC inhibit 84, Fibroblast inh 72, ERa coact inh -4 and ERa SRC1 pot 108.
For c1ccn(-c2ccc(N3CCOCC3)cc2)c1 the results were H69AR growth 86K 79, Calb biofilm kill 0, Smad3 FoxH1 inh -2, sEH act -22, ERb SRC1 inh -8, HUVEC inhibit 102, Fibroblast inh 105, ERa coact inh -3 and ERa SRC1 pot 97.
Screening COC(=O)CSc1ncnc2c1cnn2Cc1ccccc1 returned Calb biofilm kill -3, Smad3 FoxH1 inh 2, sEH act -6, ERb SRC1 inh -5, HUVEC inhibit 93, Fibroblast inh 105, ERa coact inh -12 and ERa SRC1 pot 131.
Screening O=S1(=O)c2ccccc2N=NN1Cc1ccc(Cl)c(Cl)c1 returned H69AR growth 86K 1.6*, Calb biofilm kill 4, Smad3 FoxH1 inh 8, sEH act -6, ERb SRC1 inh 13, HUVEC inhibit 31, Fibroblast inh 8.7*, ERa coact inh 5 and ERa SRC1 pot 80[fluorescence artefact?].
`Cc1occc1C(=O)Nc1sc2c(c1C(N)=O)CCC(C(C)(C)C)C2` (stereo not drawn) gave H69AR growth 86K 82, Calb biofilm kill -5, Smad3 FoxH1 inh -22, sEH act 27, ERb SRC1 inh -2, HUVEC inhibit 86, Fibroblast inh 93, ERa coact inh -2 and ERa SRC1 pot 102.
Screening CCc1ccccc1NC(=O)N1C2CCCC1CC(NC(C)=O)C2 (stereo not drawn) returned H69AR growth 86K 103, Calb biofilm kill 7, Smad3 FoxH1 inh 15, sEH act -4, ERb SRC1 inh 22, HUVEC inhibit 96, Fibroblast inh 94, ERa coact inh -9 and ERa SRC1 pot 121.
CCS(=O)(=O)N1CCN(C(=O)c2cccc(OC)c2)CC1 was read as H69AR growth 86K 83, Calb biofilm kill 6, Smad3 FoxH1 inh -6, ERb SRC1 inh -2, HUVEC inhibit 89, Fibroblast inh 93, ERa coact inh -3 and ERa SRC1 pot 107.

Already shown: entries from further up.
Screening O=S1(=O)c2ccccc2N=NN1Cc1ccc(Cl)c(Cl)c1 returned H69AR growth 86K 1.6*, Calb biofilm kill 4, Smad3 FoxH1 inh 8, sEH act -6, ERb SRC1 inh 13, HUVEC inhibit 31, Fibroblast inh 8.7*, ERa coact inh 5 and ERa SRC1 pot 80[fluorescence artefact?].
`Cc1occc1C(=O)Nc1sc2c(c1C(N)=O)CCC(C(C)(C)C)C2` (stereo not drawn) gave H69AR growth 86K 82, Calb biofilm kill -5, Smad3 FoxH1 inh -22, sEH act 27, ERb SRC1 inh -2, HUVEC inhibit 86, Fibroblast inh 93, ERa coact inh -2 and ERa SRC1 pot 102.
Screening CCc1ccccc1NC(=O)N1C2CCCC1CC(NC(C)=O)C2 (stereo not drawn) returned H69AR growth 86K 103, Calb biofilm kill 7, Smad3 FoxH1 inh 15, sEH act -4, ERb SRC1 inh 22, HUVEC inhibit 96, Fibroblast inh 94, ERa coact inh -9 and ERa SRC1 pot 121.
CCS(=O)(=O)N1CCN(C(=O)c2cccc(OC)c2)CC1 was read as H69AR growth 86K 83, Calb biofilm kill 6, Smad3 FoxH1 inh -6, ERb SRC1 inh -2, HUVEC inhibit 89, Fibroblast inh 93, ERa coact inh -3 and ERa SRC1 pot 107.

(more compounds)
For CC(=O)c1cccc(N(CC(=O)N2CCCC2)S(C)(=O)=O)c1 the results were H69AR growth 86K 99, Calb biofilm kill 7, Smad3 FoxH1 inh -4, sEH act 8, ERb SRC1 inh 9[fluorescence artefact?], HUVEC inhibit 98, Fibroblast inh 87, ERa coact inh 15 and ERa SRC1 pot 100.
`CCOC(=O)N1CCN(C(=O)CN(C2CCCCC2)S(=O)(=O)c2ccc(F)cc2)CC1` gave H69AR growth 86K 98, Calb biofilm kill 9, Smad3 FoxH1 inh 1, sEH act -5, ERb SRC1 inh -6, HUVEC inhibit 106, Fibroblast inh 99, ERa coact inh -1 and ERa SRC1 pot 102.
O=C(O)CN1CCN(Cc2ccccc2Cl)C1=O was read as H69AR growth 86K 88, Calb biofilm kill 5, Smad3 FoxH1 inh 1, ERb SRC1 inh 2, HUVEC inhibit 85, Fibroblast inh 100, ERa coact inh -12[fluorescence artefact?] and ERa SRC1 pot 98.
Screening CC(C)(C)P(=O)(CO)c1ccccc1 (stereo not drawn) returned H69AR growth 86K 89, Calb biofilm kill 5, Smad3 FoxH1 inh -10, sEH act 18, ERb SRC1 inh 11, HUVEC inhibit 95, Fibroblast inh 104, ERa coact inh 18 and ERa SRC1 pot 78.
CN(C)c1nc(N)nc(CSc2nnnn2-c2ccc(F)cc2)n1 was read as H69AR growth 86K 85, Calb biofilm kill 4, Smad3 FoxH1 inh -1, sEH act -12, ERb SRC1 inh 1, HUVEC inhibit 94, Fibroblast inh 91, ERa coact inh 13[fluorescence artefact?] and ERa SRC1 pot 86.
`Cc1ccc(N/C(CSC(N)=O)=N\S(=O)(=O)c2ccc(C)cc2)cc1` gave H69AR growth 86K 84, Calb biofilm kill 0, Smad3 FoxH1 inh 6, sEH act 16, ERb SRC1 inh -9, HUVEC inhibit 99, Fibroblast inh 103, ERa coact inh -1 and ERa SRC1 pot 92.
Screening Cn1c(CNC(=O)c2ccco2)nnc1SCC(=O)N1c2ccccc2Sc2ccccc21 returned H69AR growth 86K 89, Calb biofilm kill -9, Smad3 FoxH1 inh 16, sEH act -5, ERb SRC1 inh -4, HUVEC inhibit 88, Fibroblast inh 106, ERa coact inh -5 and ERa SRC1 pot 120.
COc1ccc(S(=O)(=O)N(C)CC(=O)N2CCN(C)CC2)cc1C was read as H69AR growth 86K 98, Calb biofilm kill 0, Smad3 FoxH1 inh -4, sEH act -8, ERb SRC1 inh -5, HUVEC inhibit 97, Fibroblast inh 98, ERa coact inh -5 and ERa SRC1 pot 111.
`CC(=O)N1CCc2cc(S(=O)(=O)NCCN3CCC(C)CC3)ccc21` gave H69AR growth 86K 96, Calb biofilm kill 5, Smad3 FoxH1 inh 8, sEH act 14, ERb SRC1 inh 10, HUVEC inhibit 92, Fibroblast inh 91, ERa coact inh 16 and ERa SRC1 pot 106.
